# High-throughput results: PubChem, several laboratories
# core dimer inh: blocks dimerization of HCV core protein; 0.33% of 300,000 active; inhibition, % at 5 µM; AID 1899; TR-FRET GST/Flag-core106 dimerization, 1536-well;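 active = inhibition above the mean of all tested compounds plus 3 SD, set per screening campaign, cut at about 45% in these data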
#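 System: GST/Flag-tagged HCV core106 proteins. Incubation: compound-protein-antibody incubation 4 h at 22.5 °C. Technique: HTRF with 340 nm excitation, 617/671 nm emission. Medium: KF-containing HEPES buffer, pH 7.45, DTT, CHAPS, BSA. Read-out: inhibition (%) from 671 over 617 nm ratio. Also added: Eu(K)-anti-GST 90 ng/mL plus XL665-anti-Flag 1 µg/mL.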
# proCasp3 act: activates human procaspase-3 | 0.11% of 330,000 active | activation, % at 8.5 µM | P42574 | recombinant procaspase-3 D3A, Ac-DEVD-pNA absorbance 405 nm;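 active = activation above the mean of all tested compounds plus 3 SD, cut at about 21% in these data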;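 note: 0% = DMSO alone and 100% = DMSO wells spiked with extra 5 µM PC-3 D3A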
#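 assay system = Procaspase-3 D3A mutant | signal = absorbance at 405 nm, 0 and 120 min | times = 1 h preincubation plus 2 h reaction at 25 °C | repeats = single replicate | read-out = % activation between DMSO and enzyme-spiked controls | medium = Zinc-free HEPES saline buffer with Triton X-100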
# PP5 primary: inhibitors of human protein phosphatase 5 (PP5); purified PP5c, OMFP substrate fluorescence; inhibition, % at 6.7 µM; 0.18% of 320,000 active; AID 1987;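 active = inhibition above the campaign's mean inhibition across all tested compounds plus 3 SD, cut at about 9.5% in these data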;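 note: 0% = DMSO only and 100% = 100 µM cantharidin control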
# JMJD2C inh: human JMJD2C demethylase inhibition; 0.069% of 330,000 active; Q9H3R0; inhibition, % at 2.35 µM; GST-JMJD2C(1-420) H3K9me3 demethylation, DELFIA europium; AID 2099;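 active = more than half of a compound's replicate wells show inhibition beyond 50%, single wells judged on their own value; inconclusive = some, but no more than half, of replicates pass 50% inhibition; inactive = no replicate passes 50% inhibition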;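 note: signal counts dimethyl H3K9 product captured on neutravidin plate; 0% = median of DMSO wells and 100% = 0.3 times that DMSO median; strong numbers were not always called active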
# CTSL1 counter: counter-screen for PFM18AAP inhibitors: inhibitors of F. hepatica cathepsin L1. recombinant F. hepatica cathepsin L1, Z-Leu-Arg-MCA fluorescence. inhibition, % at 5.96 µM. 0.49% of 300,000 active;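 active = inhibition above the mean of all tested compounds plus 3 SD, set per screening campaign, cut at about 17% in these data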;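 note: 0% = plate median of test compound wells and 100% = 1 µM Z-Phe-Ala-diazomethylketone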
# PP1 inh: PP1-alpha (human) inhibition in PP5 counter-screen | inhibition, % at 6.7 µM | purified PP1alpha, OMFP fluorescence | 0.9% of 320,000 active | AID 2235;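 active = inhibition above the mean inhibition of all tested compounds plus 3 SD, computed separately for each screening campaign, cut at about 15% in these data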
# VLA-4 inh: inhibition in a human VLA-4 binding assay; P13612; VLA-4 expressing cells, ligand binding flow cytometry; inhibition, % (about 7 µM as worked out from the volumes in the protocol); 0.2% of 330,000 active; in the data active = inhibition above about 50%
# Target sequence (P13612 whole entry, looked up): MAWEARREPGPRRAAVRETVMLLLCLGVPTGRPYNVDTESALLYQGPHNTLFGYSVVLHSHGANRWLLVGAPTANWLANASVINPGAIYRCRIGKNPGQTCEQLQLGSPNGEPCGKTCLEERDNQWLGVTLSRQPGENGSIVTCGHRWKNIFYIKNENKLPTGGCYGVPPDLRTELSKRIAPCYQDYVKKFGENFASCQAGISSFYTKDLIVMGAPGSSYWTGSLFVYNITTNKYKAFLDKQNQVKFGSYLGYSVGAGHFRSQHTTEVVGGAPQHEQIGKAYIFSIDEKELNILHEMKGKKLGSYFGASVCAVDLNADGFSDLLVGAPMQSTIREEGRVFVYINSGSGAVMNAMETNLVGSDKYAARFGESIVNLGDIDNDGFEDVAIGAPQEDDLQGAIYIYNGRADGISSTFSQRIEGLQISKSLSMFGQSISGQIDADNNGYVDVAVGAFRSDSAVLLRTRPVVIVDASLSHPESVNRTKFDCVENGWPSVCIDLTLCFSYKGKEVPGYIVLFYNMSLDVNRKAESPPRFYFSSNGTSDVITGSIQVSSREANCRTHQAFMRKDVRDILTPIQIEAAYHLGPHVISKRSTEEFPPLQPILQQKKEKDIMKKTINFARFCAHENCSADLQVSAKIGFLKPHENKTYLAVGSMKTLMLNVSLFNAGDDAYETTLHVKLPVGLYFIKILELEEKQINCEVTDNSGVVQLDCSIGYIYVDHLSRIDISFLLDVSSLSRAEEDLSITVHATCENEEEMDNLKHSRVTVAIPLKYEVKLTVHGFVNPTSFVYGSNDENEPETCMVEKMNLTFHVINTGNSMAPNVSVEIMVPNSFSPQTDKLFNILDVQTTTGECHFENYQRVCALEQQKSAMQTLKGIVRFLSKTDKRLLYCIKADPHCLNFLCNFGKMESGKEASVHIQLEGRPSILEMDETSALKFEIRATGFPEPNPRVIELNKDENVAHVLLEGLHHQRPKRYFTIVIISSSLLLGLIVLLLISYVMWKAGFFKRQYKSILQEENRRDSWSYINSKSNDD
# procasp7 counter: counter-screen: procaspase-7 (human) activation; 0.093% of 330,000 active; P55210; activation, % at 8.5 µM; recombinant procaspase-7, Ac-DEVD-pNA absorbance 405 nm; D23A/D198A/D206A triple mutant, cannot self-cleave; scale: DMSO 0, 5 µM enzyme 100;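 active = percent activation above the screen-wide mean plus 3 SD, cut at about 25% in these data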
#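 Assay system – Uncleavable procaspase-7 mutant enzyme · Quantity – 2 µM procaspase-7 mutant as dispensed · Times – 1 h preincubation, 2 h reaction · Dosing – single nominal 8.5 µM compound dose, 0.8% DMSO final · Buffer or medium – Zinc-free 50 mM HEPES buffer, pH 7.4, with NaCl and Triton X-100 · Detection – Epi-absorbance of released pNA at 405 nm, two timepoints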
# GRK2 inh: blocks RNA aptamer binding to human GRK2; 0.59% of 330,000 active; inhibition of aptamer binding, % at 10 µM; P25098; bead flow cytometry, FAM-aptamer displacement from GRK2;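 active = inhibition of aptamer binding above 40%, roughly 3 SD of noise, on plates passing a quality check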;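 note: median bead fluorescence of bound FAM aptamer so fluorescent compounds give negative values; no value below 0 was filed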
# Numbers without * were called inactive; ? = inconclusive; . = not tested or not shown; & = joins results of further samples. No enrichment for hits; 2.6% or so of the library scored in one or more.
# Results follow in this order: core dimer inh	proCasp3 act	PP5 primary	JMJD2C inh	CTSL1 counter	PP1 inh	VLA-4 inh	procasp7 counter	GRK2 inh
- CCOC(=O)C(=O)/C(C#N)=C/Nc1ccc(Cl)cc1
→ 5	-17	2.6	-11	-2	3	1	5	3
- C=CCN=c1scc(-c2ccco2)n1/N=C/c1ccc(O)c(O)c1O
→ 6	-28	1.0	9	0	-3	-2	-27	3
- CCOC(=O)c1c(S(=O)(=O)N2CCN(C)CC2)c(C)n(C)c1C
→ -5	2	-0.8	-2	-2	-1	0	13	0
- COC(=O)Cc1c(O)ccn(Cc2ccc(OC)c(OC)c2)c1=O
→ -1	5	0.3	-9	0	-3	11	-5	3
- CCOC(Cn1c(CCCO)nc2ccccc21)OCC
→ 0	-1	0.0	-2	-1	-2	1	7	5
- Cc1ccc(S(=O)(=O)NCCCCCC(=O)NC(C)(C)CO)cc1
→ 0	0	0.8	10	-1	0	23	8	1
- O=C(NCCc1ccccc1)C1CC(=O)N(C2CCCCCC2)C1 (configuration not stated)
→ 4	10	2.3	6	-5	-5	19	4	5
- Cc1ccc(C(=O)CCC(=O)Nc2ncccc2O)cc1
→ 2	1	-3.3	3	0	-2	-5	10	1
- CCN(CC)CCNC(=O)CCn1nc(-c2ccc(Cl)cc2)ccc1=O
→ -14	-1	1.6	9	-3	-1	-2	-8	0
- CCOc1ncccc1C(=O)OCC(=O)c1ccccc1Br
→ -1	0	-0.1	5	-3	0	2	-4	0

# Three entries from above, sorted by the number in PP5 primary, descending.
smiles,PP5 primary
CCOC(=O)C(=O)/C(C#N)=C/Nc1ccc(Cl)cc1,2.6
CCN(CC)CCNC(=O)CCn1nc(-c2ccc(Cl)cc2)ccc1=O,1.6
CCOc1ncccc1C(=O)OCC(=O)c1ccccc1Br,-0.1

# More entries follow.
# Results follow in this order: core dimer inh	proCasp3 act	PP5 primary	JMJD2C inh	CTSL1 counter	PP1 inh	VLA-4 inh	procasp7 counter	GRK2 inh
- COc1cc(/C=N/NC(=O)c2cc(C)oc2C)cc(OC)c1OC
→ -3	-3	1.9	-6	2	4	10	7	3
- C#CCOCCOCCOCCNc1nc(N2CCN(C(=O)CCCCCCCCCCNC(=O)Cn3cc(C[C@@H](C)O)nn3)CC2)nc(N2CCN(C(=O)CCCCCCCCCCNC(=O)[C@H](CCCN=C(N)N)n3cc(C[C@@H](C)CC)nn3)CC2)n1
→ 10	-3	5.5	-10	3	11	24	11	0
- C=CCc1cccc2cc(C(=O)N3CCN(C(=O)OCC)CC3)c(=O)oc12
→ 4	4	2.2	20	1	1	-4	0	3
- CC(=O)NC(CC(=O)NC(C)c1ccc(Cl)cc1Cl)c1ccccc1 (configuration not stated)
→ 3	-12	1.4	-5	-1	2	15	1	3
- O=C(NCc1nc2ccccc2[nH]1)c1ccc(S(=O)(=O)N2CCOCC2)cc1
→ 0	6	1.6	20&-7	-2	1	22	11	2
- O=C1CC(C(=O)N(c2ccccc2)C(C(=O)NC2CCCC2)c2ccncc2)CS1 (configuration not stated)
→ -3	8	-0.4	6	-1	-4	9	10	0
- CCOc1ccc(CN(C)C(=O)c2ccc(NS(=O)(=O)c3ccc4[nH]c(=O)[nH]c4c3)cc2)cc1
→ -8	1	-1.5	-5	0	-4	4	0	3
- Cc1nc(NCCCn2ccnc2)c2oc3ccccc3c2n1
→ -4	1	-1.4	-5	1	-5	-116	3	0
- COc1ccc(C2NC(Cc3ccccc3)(C(=O)O)C3C(=O)N(c4ccccc4OC)C(=O)C23)cc1 (configuration not stated)
→ 0	11	-1.4	32	1	-2	3	3	2
- Cc1cccc(C(C(=O)NC2CCCCC2)N(Cc2cccnc2)C(=O)c2csnn2)c1 (configuration not stated)
→ -3	-8	2.4	-4	-1	7	9	-2	0
- Cc1ccc(S(=O)(=O)CCC(=O)Nc2cccc(S(=O)(=O)N3CCCCCC3)c2)cc1
→ .	5	1.7	4	.	-5	2	-1	3
- CSc1ccc(Cn2nnc(C(=O)Nc3ccc(C)c(C)c3)c2N)cc1
→ 2	6	5.1	-1	-4	-5	-17	-1	0
- COc1ccc(OC)c(C(=O)CN2C(=O)NC(C)(c3ccccc3)C2=O)c1 (configuration not stated)
→ -2	3	3.7	-2	5	-1	4	3	2
- CCOCCCNC(=O)c1cc(Cl)c(NC(=O)C2=C(C)OCCS2)cc1OC
→ -8	1	-2.0	4	3	-1	-1	-5	0
- Cc1ccc(-c2cn(S(=O)(=O)c3cccc4nsnc34)nc2N)cc1
→ 17	23*	2.7	0	-4	0	18	-2	0
- Cc1ccc2c(c1)C1CC(C)(O2)N(c2cccc(C(=O)NCc3ccccn3)c2)C(=O)N1 (configuration not stated)
→ 0	8	0.8	0	0	-2	0	0	0
- CCOC(=O)NC1(NCc2ccccc2)Oc2ccccc2O1
→ -6	-11	2.7	-1	0	-6	24	-30	1
- COc1ccccc1NC(=S)N1CCc2cc(OC)c(OC)cc2C1
→ -6	5	1.7	-7	0	0	0	-3	2
- CCOc1ccc2[nH]c(=O)c(CN(CCO)Cc3nnnn3CCc3ccccc3)cc2c1
→ -6	3	-0.2	11	0	3	-4	2	2
- CC(=O)n1c(C=Nc2ccccc2)c(O)c2ccccc21
→ -18	-12	2.0	-5	0	-7	1	-31	2
- O=C(CCCn1cnc([N+](=O)[O-])n1)Nc1ccc(Cl)cc1Cl
→ 0	6	2.7	2	0	0	21	-10	0
- Cn1c(=O)c2c(nc(Sc3ncnn3CC(=O)NC(C)(C)C)n2C)n(C)c1=O
→ -2	9	-3.0	3	1	-6	8	-1	0
- CCCn1ncc(CN2CCC(N3CCC(C(=O)N4CCOCC4)CC3)CC2)c1C
→ -1	-3	0.8	-2	-5	-2	-4	4	0
- CSCc1cc(N2CCOCC2)nc(SCc2ccc(Cl)c(Cl)c2)n1
→ -6	-1	0.2	?	1	4	-6	-2	4
- C/C(=N/NC(=O)CNC(=O)c1ccc2c(c1)OCO2)c1ccc2c(c1)CCCC2
→ 7	1	2.4	5	0	-2	-6	-4	0
- Cc1ccc(S(=O)(=O)ON=C2CCN(S(=O)(=O)c3ccccc3)CC2)cc1
→ 0	-7	0.9	-15	-5	-3	2	4	1
- CC(C)NC(=O)CSc1nc(N)c(-c2ccccc2)c(=O)[nH]1
→ -6	0	1.9	28	0	-3	6	6	5
- CCOC(=O)C1=C(O)CSC1=Nc1cccc2ccccc12
→ 1	5	2.3	-4	-1	2	13	8	6
- Cn1c2ccccc2c2cc([N+](=O)[O-])ccc21
→ 2	1	0.2	-3	3	-9	11	-11	1
- O=C(CCN1CCCCC1)N/N=C/c1ccc(Br)cc1
→ -2	0	1.2	0	-6	2	11	9	3
- CN1CCN(S(=O)(=O)c2ccccc2)C(c2ccccc2)C1 (configuration not stated)
→ .	-2	.	-11	.	.	-9	-21	0
- C=CC[C@@H](Cc1ccc(F)cc1)C(=O)OC[C@@H]1CCCN1C(=O)[C@H](CC=C)CC(=O)NCCO
→ .	7	.	4	.	.	-1	1	0
- CN(C)CC(C)(C)CNC(=O)C1CCN(Cc2ccccc2O)CC1
→ -3	-9	2.4	-13	-2	3	10	-7	0
- COc1ccc2[nH]cc(C(=O)CCl)c2c1
→ 0	4	-0.3	-6	74*	0	6	-3	2
- O=C1COC(c2ccccc2)=CN1Cc1ccccc1
→ 0	-1	0.0	9	1	-3	.	-3	.
- COc1ccc(CNC(=O)CSc2nnc(NC(=O)C3CC3)s2)cc1
→ -1	1	1.8	-1	0	-2	17	-8	0
- Clc1ccc(-n2nnnc2CN2CCOCC2)cc1Cl
→ -14	-6	3.7	1	2	4	-14	-6	3
- CN1CCN(CC(=O)N/N=C/c2ccc(F)c(F)c2)CC1
→ -5	-3	4.3	8	-1	4	10	3	0
- Cc1nc(NC(=O)c2cccnc2)ccc1Br
→ -4	4	0.2	-16	-1	0	22	2	3
- O=C(CSc1nc2ccccc2o1)c1cc2ccccc2oc1=O
→ 2	-3	0.9	.	5	6	13	-3	2
- Cn1c(CNC(=O)CNS(=O)(=O)c2ccc(F)cc2F)cc(=O)n(C)c1=O
→ -4	3	-0.2	2	0	-4	2	4	0
- O=C(Nc1cc([N+](=O)[O-])ccc1O)c1ccc2c(c1)C(=O)N(Cc1ccco1)C2=O
→ 2	-3	6.4	39	2	4	9	-14	4
- CCOc1ccc(NC(=O)CSC2=C(C#N)C(c3ccc4c(c3)OCO4)CC(=O)N2)cc1 (configuration not stated)
→ 7	0	1.7	9	0	1	-20	13	0
- CCCc1cc(=O)oc2cc(C)cc(OCC(=O)NCCCN3CCOCC3)c12
→ 13	-1	0.6	0	-5	-3	16	-2	0
- O=C(Nc1ccc(N2CCN(C(=O)c3ccccc3)CC2)cc1)c1ccc(Br)o1
→ 1	-5	1.3	11	-1	-1	-13	8	1
- O=C(O)C1C2C=CC(C3CC23)C1C(=O)O (configuration not stated)
→ -2	3	2.6	1	-2	-1	-9	8	18
- Cc1cc2oc(C(=O)N(Cc3ccccc3)c3ccccn3)cc(=O)c2cc1Cl
→ 7	3	0.7	-4	-6	1	7	3	2
- COc1ccccc1CNC(=O)C1CCCN(S(=O)(=O)c2cccs2)C1 (configuration not stated)
→ 0	3	0.1	-1	0	-2	8	-7	0
- COc1ccccc1-c1coc2cc(OC(=O)N3CCOCC3)ccc2c1=O
→ 1	-2	0.0	1	3	0	15	7	1
- CCOC(=O)N1CCN(S(=O)(=O)c2cccs2)CC1
→ -7	2	1.6	-4	-4	1	7	-7	0

# Further records:
# Results follow in this order: core dimer inh	proCasp3 act	PP5 primary	JMJD2C inh	CTSL1 counter	PP1 inh	VLA-4 inh	procasp7 counter	GRK2 inh
- Cc1ccn2cc(-c3cccc(S(=O)(=O)N4CCCC4)c3)nc2c1
→ 8	2	0.3	3	-1	-2	-68	4	0
- O=C(NCC1(N2CCCCC2)CCCCC1)c1cccc(NS(=O)(=O)c2ccccc2)c1
→ -1	0	-2.1	1	-1	-5	18	5	0
- COc1ccc(NC(=O)NCCCCc2ccccc2)c(OC)c1
→ -2	5	3.2	33	0	-1	-12	-6	2
- CCOc1ccc(-n2c(=O)c3sccc3n(CC(=O)NCc3ccco3)c2=O)cc1
→ 1	-3	-3.1	16	-2	-3	10	-4	0
- N#CC1(Cc2ccccc2Cl)c2ccccc2C=CN1C(=O)c1ccccc1 (configuration not stated)
→ 15	-3	0.8	16	0	-1	5	2	2
- C=CCN1C(=O)C2(c3ccccc31)C1CCCC=C1C(C#N)=C(N)C2(C#N)C#N (configuration not stated)
→ 7	-6	5.0	-4	6	-2	-3	-13	0
- CC1CCc2c(C(=O)N3CCN(S(=O)(=O)c4cccs4)CC3)csc2C1 (configuration not stated)
→ 4	10	0.5	2	5	0	-22	6	2
- COc1ccccc1NS(=O)(=O)c1ccc(NC(C)=O)cc1
→ -1	3	-0.5	0	0	-2	5	12	0
- COc1ccc(/C=C/C(=O)Nc2ccccc2C(=O)N2CCCC2)cc1
→ -9	2	2.9	-4	-3	0	-9	0	1
